PfG6PD inh – PfG6PD (Plasmodium falciparum) enzyme inhibition; PfGluPho enzyme, NADPH resazurin-diaphorase fluorescence; inhibition, % at 20 µM; hit rate 0.78% among 350,000; AID 504690;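 active = inhibition reaching at least a set limit at 20 µM in the primary screen, cut at about 59% in these data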;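 also: 0% = DMSO wells with substrate and 100% = DMSO wells lacking glucose-6-phosphate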
SENP1 FRET inh – inhibitors of human SENP1 SUMO protease catalytic domain. hit rate 0.21% among 360,000. inhibition, % at 10 µM. recombinant SENP1 catalytic domain, CyPet-SUMO1-YPet FRET cleavage. Q9P0U3;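 active = inhibition at least 30% at 10 µM, raw YFP signal under a set limit, fluorescence ratio 0.5 to 1.5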;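 also: 0% = enzyme with DMSO and 100% = no enzyme wells; some results filed as inactive read as strong as hits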
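System: Recombinant human SENP1 catalytic domain, His6-tagged | Incubation: Enzyme reaction for 50 min at room temperature, dark | Medium: Tris pH 8 with BME, BSA, NP40 and catalase | Also added: 25 nM SUMO1 FRET substrate | Compound: 10 µM single point, 0.5% DMSO | Measured by: FRET fluorescence in CFP and YFP emission channels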
SENP7 block – inhibitors of human SENP7 protease; hit rate 1.5% among 330,000; Q9BQF6; inhibition, % at 5 µM; recombinant SENP7, Z-RLRGG-aminoluciferin luminescence, 40 min;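 active = inhibition above about 50% at the single test dose, limit read from the data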;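 also: plate controls were DMSO with enzyme for no effect and no enzyme buffer wells for full effect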
SENP8 block-1 – blocks human SENP8 cleavage of Nedd8 substrate. recombinant SENP8, Nedd8 substrate fluorescence. inhibition, % at 20 µM. hit rate 0.64% among 360,000. AID 602440; in the data active = inhibition mostly above about 40%, no sharp cut-off; inactive = mostly below about 27%
HKDC1 inhibitor – HKDC1 (human) hexokinase inhibition; Q2TB90; recombinant HKDC1, G6PDH/diaphorase resazurin coupled fluorescence; inhibition, % at 20 µM; hit rate 0.16% among 340,000; AID 493160;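 active = inhibition above about 35% when tested at 20 µM, limit read from the data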;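 also: plate controls were DMSO wells with enzyme for no effect and DMSO wells lacking enzyme for full effect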
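Assay system: in-house recombinant HK5 (HKDC1) enzyme. Input: HKDC1 at 5 µg/mL. Medium: Tris pH 8.0 buffer with MgCl2, Tween-20, BSA, BME. Dosing: single 20 µM dose. Schedule: 90 min reaction incubation at room temperature, dark. Signal: resazurin-to-resorufin fluorescence via G6PDH and diaphorase coupling, 525/613 nm. Controls: DMSO-enzyme wells negative, buffer-substituted wells positive.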
SENP8 block-2 – inhibitors of human SENP8 protease | Q96LD8 | inhibition, % at 10 µM | hit rate 1.2% among 330,000 | purified SENP8, Z-RLRGG-aminoluciferin cleavage, luminescence | AID 2540; in the data active = inhibition above about 50%
Apaf-1 inh – inhibitors of human Apaf-1 apoptosome; reconstituted apoptosome caspase-3 activity, DEVD-Rh110 fluorescence; inhibition, % at 20 µM; hit rate 0.71% among 330,000; active = inhibition of at least 40% at 20 µM;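 also: plate controls were DMSO wells for no effect and DEVD-CHO caspase inhibitor wells for full effect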
Target sequence (O14727 whole entry, looked up): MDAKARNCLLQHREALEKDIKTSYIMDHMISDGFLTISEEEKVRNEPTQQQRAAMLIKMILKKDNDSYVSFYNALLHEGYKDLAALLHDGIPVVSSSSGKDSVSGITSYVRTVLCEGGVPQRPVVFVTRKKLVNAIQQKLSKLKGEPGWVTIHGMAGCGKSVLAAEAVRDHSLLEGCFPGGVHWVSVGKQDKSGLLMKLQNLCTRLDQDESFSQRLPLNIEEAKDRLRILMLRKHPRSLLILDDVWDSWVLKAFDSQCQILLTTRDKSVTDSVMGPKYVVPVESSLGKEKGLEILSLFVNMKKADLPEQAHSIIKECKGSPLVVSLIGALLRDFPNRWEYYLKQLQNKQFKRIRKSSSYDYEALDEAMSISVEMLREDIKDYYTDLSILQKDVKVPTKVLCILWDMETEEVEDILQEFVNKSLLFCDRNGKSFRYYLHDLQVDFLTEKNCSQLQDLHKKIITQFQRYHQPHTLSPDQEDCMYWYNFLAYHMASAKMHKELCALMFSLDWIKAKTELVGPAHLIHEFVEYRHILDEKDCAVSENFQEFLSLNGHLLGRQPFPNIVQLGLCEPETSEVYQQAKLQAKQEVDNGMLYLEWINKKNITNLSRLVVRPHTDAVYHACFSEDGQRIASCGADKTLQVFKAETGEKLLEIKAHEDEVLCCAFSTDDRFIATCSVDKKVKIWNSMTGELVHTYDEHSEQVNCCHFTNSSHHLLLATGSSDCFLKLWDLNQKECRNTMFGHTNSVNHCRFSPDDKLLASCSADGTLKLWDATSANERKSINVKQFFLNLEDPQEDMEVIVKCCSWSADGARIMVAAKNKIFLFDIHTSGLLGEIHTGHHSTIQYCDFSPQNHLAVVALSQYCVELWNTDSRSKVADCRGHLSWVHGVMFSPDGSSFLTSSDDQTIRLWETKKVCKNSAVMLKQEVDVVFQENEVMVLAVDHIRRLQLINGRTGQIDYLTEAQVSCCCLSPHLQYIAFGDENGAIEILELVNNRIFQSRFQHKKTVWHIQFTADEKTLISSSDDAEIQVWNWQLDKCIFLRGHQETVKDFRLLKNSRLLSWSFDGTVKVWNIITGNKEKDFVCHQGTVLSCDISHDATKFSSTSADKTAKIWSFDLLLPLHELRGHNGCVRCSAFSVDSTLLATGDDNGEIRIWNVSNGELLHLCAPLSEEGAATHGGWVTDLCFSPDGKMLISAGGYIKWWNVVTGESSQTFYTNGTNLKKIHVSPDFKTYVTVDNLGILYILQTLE
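Material: biochemical Apaf-1 apoptosome reconstitution. Medium: Hepes buffer, pH 7.5. Also added: cytochrome c activation, bis-DEVD rhodamine 110 substrate. Timing: 30 min compound preincubation, 50 min activation, room temperature. Measured by: rhodamine 110 fluorescence at Ex 480/Em 540 nm.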
SENP6 block – SENP6 protease inhibition; Q9GZR1; Recombinant SENP6 catalytic domain, aminoluciferin luminescence; inhibition, % at 10 µM; hit rate 1.8% among 330,000;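 active = inhibition above about 50% at the single tested dose, limit read from the data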;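 also: plate controls were DMSO wells with enzyme for no effect and DMSO wells lacking enzyme for full effect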
* marks the source's active call; other numbers are inactive results; nt = no result given.

cpd	Structure	PfG6PD inh	SENP1 FRET inh	SENP7 block	SENP8 block-1	HKDC1 inhibitor	SENP8 block-2	Apaf-1 inh	SENP6 block
1	CCCCCCc1cc2cc(-c3nnc(-c4ccccc4OC)o3)c(=O)oc2cc1O	14	-27	1	-305	5	-4	62*	8
2	Cc1ccc2c(c1)C(c1ccccc1)N(C(=O)CC(C)C)CC(=O)N2 (configuration not stated)	9	2	-7	12	-2	0	17	-9
3	CCOC(=O)Nc1ccc(S(=O)(=O)N2CCOCC2)cc1	-37	3	-6	14	3	-10	8	-17
4	Cc1cc(C)c2c(c1)/C(=N/NC(=S)Nc1ccc(F)cc1)CCC2	-11	-3	-9	3	-2	-11	8	-18
5	O=c1[nH]c(=O)n(C2OC(CO)C(O)C2O)cc1N1CCOCC1 (configuration not stated)	-8	0	nt	2	-10	nt	nt	nt
6	COc1ccc(Cc2nnc(SCc3nc4ccccc4c(=O)[nH]3)o2)cc1	1	0	2	-36	-7	4	-2	1
7	N[C@@H](Cc1ccccc1)C(=O)N1CCC(C(=O)N[C@@H](CCC(=O)O)C(=O)O)CC1	-12	2	-4	3	3	-6	1	5
8	CCOC(=O)c1c(C=O)c(C)n(Cc2ccc(Cl)cc2)c1C	-3	0	5	16	5	-2	20	-6
9	Nn1c(SCc2cccc(F)c2)nnc1-c1cccnc1	6	1	-1	23	-2	-3	1	-17
10	COC(=O)[C@@H]1C[C@@]2(O)[C@H](O)[C@H](O)[C@H](O)C[C@H]2N1Cc1ccc(C(C)(C)C)cc1	15	-3	-6	-3	-3	-13	11	-10
11	CCOC1(C)OCC(=O)[C@]2(CCC3C4CCC5=CC(=O)C=CC5(C)C4C(=O)CC32C)O1 (some centres not stated)	4	3	0	13	-6	3	-3	-7
12	O=C(c1cc(-c2ccncc2)nc2ccccc12)N1CCN(c2ccc(N3CCOCC3)nn2)CC1	0	-2	7	-5	2	-6	3	-1
13	COCCN1Cc2cccc(C(=O)Nc3ccc(C)c(C)c3)c2C1=O	19	2	8	-157	-5	-7	7	-10
14	N#Cc1nc(COc2ccc(F)cc2)oc1N1CCN(Cc2ccccc2)CC1	11	0	0	15	-1	-11	19	-20
15	O=C(N/C(=C\c1cccs1)C(=O)N1CCOCC1)c1cccs1	-1	0	5	3	-5	1	-4	-1
16	O=C(Cc1cccs1)N1CCN=C1SCc1ccc(F)cc1	3	-1	-3	4	-2	5	-4	-9
17	Nc1ccc(C(=O)N/N=C/c2cn(Cc3ccccc3)c3ccccc23)cc1	-7	-1	-5	-292	7	2	19	0
18	O=[N+]([O-])c1cccc(C(=Nc2ccccc2Cl)NO)c1	20	-1	-7	33	-2	3	2	-2
19	COc1ccc(CCNC(=O)Cn2c(=O)cnc3ccccc32)cc1	-9	2	5	-80	-8	3	-12	-10
20	CC(C)n1cc(CN2CCCC(C(=O)Nc3ccccc3Oc3cccnc3)C2)cn1 (configuration not stated)	-22	1	1	6	-5	3	-5	3
21	CCn1cc(Br)c(-c2nc3ccccc3c(=O)n2N)n1	5	2	-9	4	1	-6	-10	-8
22	O=C1CC(c2ccccc2)CN1Cc1ccccc1 (configuration not stated)	-2	-1	-2	0	8	-5	1	-4
23	COc1cccc(C2CC(=O)Nc3c2c(=O)n(C)c(=O)n3C)c1OC (configuration not stated)	1	2	-1	11	-1	0	2	-12
24	CCC(C)C(=O)Nc1ccc(OC)cc1[N+](=O)[O-] (configuration not stated)	-11	1	1	7	2	-3	-12	-4
25	CC1(C)OC(c2ccccc2)=C/C(=C/C=C2C(=O)c3ccccc3C2=O)O1	6	95*	3	59*	-9	8	9	-15
26	COC(=O)c1cccc(CSc2nc(-c3ccccc3)c(C#N)c(=O)[nH]2)c1	-19	2	-8	-11	8	-6	9	-1
27	COc1cc(S(=O)(=O)N2CCCCC2)c(OC)cc1Br	-20	3	4	12	-6	6	-6	-2
28	Cc1cccn2c(CN(C)CC3Cc4ccccc4O3)c(C(=O)N3CCCCC3)nc12 (configuration not stated)	1	2	0	3	-2	9	3	3
29	COc1ccccc1NC(=O)C(CC(C)C)NC(=O)C1CCCCC1 (configuration not stated)	-3	2	-8	4	-6	2	0	-5
30	CC(c1ccccc1)N1C(=O)NC(NC(=O)c2cccnc2)(C(F)(F)F)C1=O (configuration not stated)	0	3	0	28	1	-5	6	-3
31	O=C(CS(=O)(=O)Cc1ccccc1)Nc1ccc2c(c1)OCO2	3	-1	0	-15	-3	1	-4	-21
32	CCOC(=O)CN1Cc2cccc(C(=O)O)c2C1=O	5	-5	0	5	-2	7	-6	-6
33	COc1ccccc1NS(=O)(=O)NC(=O)c1c(C)[nH]c2ccccc12	12	-2	4	1	-2	3	-15	-23
34	COC(=O)c1c(C)noc1-c1ccc(Cl)cc1	-2	0	-2	16	1	-4	-6	-18
35	COc1cc(NC(=S)NCCCN(C)C)c(OC)cc1NC(=O)c1ccco1	4	-28	-1	5	-9	-3	-11	8
36	C=CCNCCCCOc1ccccc1-c1ccccc1	11	2	11	3	13	-1	12	0
37	CN(C)S(=O)(=O)c1ccc(Cl)c(C(=O)Nc2ccccc2[N+](=O)[O-])c1	-12	-1	10	21	-3	1	8	-6
38	CC(=O)Nc1ccc(N2C(=O)CC(Sc3nc(C)cc(C)n3)C2=O)cc1 (configuration not stated)	-6	2	-2	1	-5	-7	-3	-44
39	CCCCN(CCCC)CC(O)CN(c1cc([N+](=O)[O-])ccc1OC)S(=O)(=O)c1ccccc1 (configuration not stated)	8	2	7	26	-10	0	5	11
40	COCCn1c(Cc2ccccc2)nnc1SCC(=O)N(C)C	-9	1	2	8	-7	-4	-9	-4
41	Cc1ccc(NS(=O)(=O)c2ccc(Cl)c(C(=O)O)c2)cc1S(=O)(=O)N1CCOCC1	-19	3	1	-10	0	-6	1	5
42	Cc1ccc(S(=O)(=O)N2CCN(C(=O)c3ccccc3)CC2)c(C)c1NS(C)(=O)=O	-20	3	-3	8	-3	-5	-1	8
43	O=C(COc1ccc(Cl)cc1)NCc1nnc(SCC(=O)N2CCCCCC2)o1	-12	1	1	6	6	0	19	-17
44	CCc1ccccc1N=Cc1c(C)c(C#N)c2[nH]c3ccccc3n2c1=O	-13	-37	nt	-442	0	nt	nt	nt
45	O=C(CSc1nnc(Cc2ccccc2)o1)NC1CC2CCC1C2 (configuration not stated)	-16	-1	3	10	-3	-5	-2	-8
46	CCCCCNC(=O)Cc1cc(=O)[nH]c(=O)[nH]1	0	-82	2	-4	-2	3	-13	2
47	Cc1cc(C(=O)CSc2ncccn2)c(C)n1-c1cccc(F)c1	10	-1	-8	2	-11	-10	14	-12
48	CCOC(=O)C1=C(C)N(C)C(=O)NC1c1ccc2c(c1)OCO2 (configuration not stated)	-9	-2	6	5	-3	3	-1	11
49	O=C(Nc1ncccc1O)c1c(O)c2ccccc2[nH]c1=O	-4	-2	4	19	1	-5	-4	-12
50	COc1ccc(Br)cc1[C@H]1[C@H]2C=CC[C@@H](C)[C@@H]2C(=O)N1Cc1ccccc1	-1	3	-8	7	7	6	20	-101
51	N=c1c2c(-c3ccccc3)c(-c3ccccc3)n(Cc3ccco3)c2ncn1CCCO	5	0	-5	-20	-3	1	-1	0
52	COc1cccc(C(C(=O)NC2CCCC2)N(C(=O)c2csnn2)C2CC2)c1 (configuration not stated)	-2	2	5	1	-7	-10	7	-21
53	COc1ccc(C2CC(c3ccc(C(F)(F)F)cc3)=NN2c2ccc(S(N)(=O)=O)cc2)cc1 (configuration not stated)	52	-25	1	-377	0	nt	13	nt
54	O=C(COC(=O)C1CC2CCCC(C1)C2=O)Nc1cccc(F)c1 (configuration not stated)	4	1	-9	14	-9	-10	7	4
55	O=C(NCCc1ccccc1)C(=O)NCC1OCCN1S(=O)(=O)c1cccs1 (configuration not stated)	-3	-1	-1	-1	-3	-4	12	-9
56	Cc1cc(NCCc2ccc(Cl)cc2)n2ncnc2n1	-4	3	-10	8	-1	0	-14	6
57	CCc1ccc(OCC(=O)Nc2ccc3[nH]ncc3c2)cc1	8	-13	3	-73	2	-6	-8	-20
58	NC(=O)c1ccc(NC(=O)C2CCCC2)cc1	4	-6	-5	7	4	-3	0	1
59	CCc1nc(N2CCN(C(=O)c3ccco3)CC2)c2c3c(sc2n1)CCCC3	-10	-1	1	-64	9	-3	19	2
60	O=[N+]([O-])c1ccc(N/N=C/c2ccccc2)c(F)c1	32	-27	6	-244	20	-2	5	23

Screen by screen, quoted from above.
Compounds 51–58 in SENP8 block-2: 1, -10, nt, -10, -4, 0, -6, -3
Compounds 51–58 in SENP8 block-1: -20, 1, -377, 14, -1, 8, -73, 7

Part of the list above, with values under each structure:
Screens in order: PfG6PD inh	SENP1 FRET inh	SENP7 block	SENP8 block-1	HKDC1 inhibitor	SENP8 block-2	Apaf-1 inh	SENP6 block
#51 N=c1c2c(-c3ccccc3)c(-c3ccccc3)n(Cc3ccco3)c2ncn1CCCO
 : 5	0	-5	-20	-3	1	-1	0
#56 Cc1cc(NCCc2ccc(Cl)cc2)n2ncnc2n1
 : -4	3	-10	8	-1	0	-14	6
#41 Cc1ccc(NS(=O)(=O)c2ccc(Cl)c(C(=O)O)c2)cc1S(=O)(=O)N1CCOCC1
 : -19	3	1	-10	0	-6	1	5

(list continues)
cpd	Structure	PfG6PD inh	SENP1 FRET inh	SENP7 block	SENP8 block-1	HKDC1 inhibitor	SENP8 block-2	Apaf-1 inh	SENP6 block
61	Cc1ccc(NC(=O)CS(=O)CC(=O)N(c2ccccc2)C(C)C(=O)NC2CCCC2)cc1 (configuration not stated)	-7	3	5	12	-7	1	-6	-6
62	O=C(O)c1ccc(CSCc2ccco2)cc1	-23	1	-2	14	-12	9	3	32
63	Cc1c(NC(=O)Cc2cccs2)cccc1[N+](=O)[O-]	1	-8	9	11	-10	-1	7	-7
64	Cc1c(N)cccc1-n1cnnn1	-10	2	4	17	-4	-4	-2	2
65	CCn1c2ccccc2c2cc(/C=N/O)ccc21	8	-3	4	-115	-4	-2	3	4
66	CC(=O)C1=C(O)C(=O)N(c2ccc(Br)cc2)C1c1ccc([N+](=O)[O-])cc1 (configuration not stated)	-14	2	10	21	3	11	8	-18
67	COc1ccc(C=O)cc1CSc1ccccn1	21	-2	13	-5	-2	-5	-3	-3
68	COc1ccccc1/C(C)=N/Oc1cc(N)cc([N+](=O)[O-])c1	37	4	-4	25	4	-2	2	2
69	O=C(C1=C[C@H](c2ccc3c(c2)OCO3)C[C@H](OCc2ccc(CO)cc2)O1)N1CCCCCCC1	4	0	0	-8	2	6	12	1
70	Cc1ccc(NCCc2ccc(C)nc2)cc1	4	1	6	26	-6	4	-4	-18
71	CCC(C)c1ccccc1NC(=O)CN(C)CC(=O)Nc1ccccc1SC (configuration not stated)	13	-1	0	9	-1	8	17	6
72	CCOn1c(=O)c(-c2ccc(Br)cc2)[n+]([O-])c2ccccc21	-3	-8	-10	-72	-3	3	1	-3
73	CSc1nccc(N/N=C/c2ccccc2)n1	4	-1	74*	11	-2	53*	15	64*
74	COc1ccc(N2C(=O)C(CC(=O)Nc3ccccc3)N(CCc3ccc(OC)c(OC)c3)C2=O)cc1 (configuration not stated)	11	1	6	6	-8	1	-6	2
75	CC(C)(C)OC(=O)COc1cc(OCC(=O)OC(C)(C)C)c2c(=O)cc(-c3ccccc3)oc2c1	18	2	-9	-81	4	-10	33	-17
